Source: PubChem BioAssay (National Center for Advancing Translational Sciences (NCATS))
Pf growth 96h = inhibits malaria parasite growth, 96 h. P. falciparum luciferase reporter growth, 96 h. Potency, µM (top dose mostly 28.7 µM), for the others: at the highest dose activity change, negative = inhibition, most hits filed as inhibitors. 320,000 compounds, 6.9% hits
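Plates of compound plus infected erythrocytes (2% hematocrit, 0.05% parasitemia final) incubate 96 hours, 37 C, 5% CO2. Detection reagent added; reduced luminescence from the parasites' luciferase reporter flags inhibition.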
LmPK inhibitor = inhibitors of Leishmania mexicana pyruvate kinase. purified LmPK, Kinase-Glo ATP luminescence, 1 h. 290,000 compounds, 0.37% hits. Potency, µM (series often up to 57.5 µM), for inactives: at the top dose activity change, negative = inhibition, hits mostly inhibitors
Target sequence (Q27686 whole entry, looked up): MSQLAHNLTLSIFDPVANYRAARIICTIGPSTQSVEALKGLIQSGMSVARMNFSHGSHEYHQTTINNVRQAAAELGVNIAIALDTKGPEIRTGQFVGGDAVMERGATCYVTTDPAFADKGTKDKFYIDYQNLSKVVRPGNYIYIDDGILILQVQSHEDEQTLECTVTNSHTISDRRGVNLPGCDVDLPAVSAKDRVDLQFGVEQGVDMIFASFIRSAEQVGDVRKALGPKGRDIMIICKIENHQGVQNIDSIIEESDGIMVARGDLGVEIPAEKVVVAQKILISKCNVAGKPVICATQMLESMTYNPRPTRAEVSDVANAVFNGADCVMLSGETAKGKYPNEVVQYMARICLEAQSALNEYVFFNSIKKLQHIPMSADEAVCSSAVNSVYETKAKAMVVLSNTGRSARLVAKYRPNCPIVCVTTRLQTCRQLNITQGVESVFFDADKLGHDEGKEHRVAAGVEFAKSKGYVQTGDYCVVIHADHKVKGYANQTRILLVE
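Pyruvate kinase activity monitored as ATP production (luciferase luminescence). Conditions: 0.1 nM enzyme, 0.5 mM PEP, 0.1 mM ADP, 1 h, RT; normalized against uninhibited and no-enzyme wells.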
Pf growth 48h = inhibits P. falciparum growth in the first generation, 48 h. 310,000 compounds, 5.9% hits. P. falciparum luciferase growth in erythrocytes, 48 h. Potency, µM (doses to about 28.7 µM), for inactives: top-dose activity change, negative = inhibition, actives largely listed as inhibitors
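Firefly luciferase activity from engineered P. falciparum reports growth; inhibitors lower the luminescent signal. Cultures contained 2% hematocrit erythrocytes at 0.1% final parasitemia.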
Sm TGR inh = blocks Schistosoma mansoni thioredoxin glutathione reductase | Q962Y6 | Potency, µM (top dose mostly 114 µM), for inactives: at the highest dose activity change, negative = inhibition, actives largely listed as inhibitors | 360,000 compounds, 3% hits | purified TGR, DTNB reduction, TNB absorbance 405 nm; further: nearly all actives have a fitted effect of over 60% in size
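TGR 20 nM + NADPH 100 uM (dispensed conc.), cpd preinc 15 min RT; start with NADPH (500 uM addition) then DTNB (15 mM addition). Kinetic TNB absorbance, 405 nm filter. Four-parameter Hill fit across titration.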
HCV inh = blocks hepatitis C virus. 340,000 compounds, 3.4% hits. Potency, µM (highest dose often 41.8 µM), for inactives: at the highest dose activity change, negative = inhibition, hits mostly inhibitors. Huh7.5.1 HCVcc-Cre infection, luciferase reporter, 44 h. AID 651820
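Compounds are dispensed onto cells plated 4 h earlier at 1,000 per well, with HCVcc-Cre virus (about 0.5 moi) added next. Following 44 h of culture, luminescent signal is measured for 15 sec after 15 min with substrate at room temperature.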
TbPYK inhibitor = T. brucei pyruvate kinase inhibition | Q57TT1 | TbPYK enzyme, Kinase-Glo Plus ATP luminescence, 45 min | Potency, µM (top dose mostly 76.8 µM), for inactives: at the highest dose activity, negative = inhibition, most hits filed as inhibitors | 410,000 compounds, 0.12% hits | AID 624173; further: nearly all actives have a fitted effect of over 50% in size
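TbPYK + substrate in 50 mM TEA pH 7.2, 100 mM KCl, 10 mM MgCl2, 0.05% BSA, 0.01% Tween-20; cpd pinned; ADP 130 uM final; 45 min RT; Kinase-Glo Plus 10 min; luminescence endpoint.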
Starred values were filed as active, the others as inactive; i = inactive; ? = inconclusive; . = not tested or not shown; & = joins results of further samples; [ ] = another dose, or the depositor's remark. The call rests on the fitted dose curve; in most records, active means well fitted curve in the direction sought with a large enough effect; inconclusive means small, poorly fitted or top-dose-only effect, or another doubt; inactive means no such curve, though single readings can be large; an effect the other way counts as inactive or inconclusive. On the % scale 0 is the no-effect control and ±100 the full control effect; potency means the concentration at half of the fitted maximal effect.

SMILES	Pf growth 96h	LmPK inhibitor	Pf growth 48h	Sm TGR inh	HCV inh	TbPYK inhibitor
Cc1nc(-c2ccc(S(=O)(=O)Nc3cccc(Cl)c3)cc2)co1	?	9%	38%[activator]	-9%	20%	2%
Cc1ccc(CN2CCSc3ccc(C(=O)NCCCN4CCN(C)CC4)cc32)cc1	?	12%	15µM*	-14%	?	2%
O=C(O)CC(C(=O)N(c1ccccc1)c1ccccc1)N1CCOCC1 (centres undefined)	32%[activator]	-4%	4%	6%	-9%	-2%
O=C(Nc1cccc(Cl)c1)c1nc[nH]c1C(=O)N1CCN(c2ccccc2)CC1	?	.	18%	-31%	-1%	-4%
Cc1cccc(OCc2nnc(SCC(=O)N3CC(=O)Nc4ccccc43)o2)c1	0%	12%	?	-1%	6%	11%
Cc1ccc(S(=O)(=O)N(CC(=O)NCCSCc2ccco2)c2ccc(F)cc2)cc1	i	4%	?	13µM*	.	.
O=C(Nc1c(C(=O)O)[nH]c2ccc(F)cc12)c1cccc(C(F)(F)F)c1	15%	1%	-4%	0%	22%	3%
Cc1cccc(C)c1-n1c(C)cc(/C=N/NC(=O)CSc2ncccn2)c1C	0%	0%	?	-8%	-5%	3%
O=C(NNC(=O)c1cccs1)c1ccccc1	3%	-1%	68%[activator]	8%	7%	3%
Cc1cccc2nc(CSc3nc4ccc([N+](=O)[O-])cc4[nH]3)cn12	?	-1%	-3%	6%	?	-5%
O=C(O)CC1(CC(=O)Nc2cc(F)ccc2Cl)CCCCC1	10%	13%	-7%	3%	4%	0%
C=CCN(c1ccc(Cl)cc1)S(=O)(=O)c1cccc(C(=O)O)c1	?	3%	?	-11%	16%	0%
CC(C)(C)n1nnnc1C(c1cccnc1)N1CCN(c2ccccc2F)CC1 (centres undefined)	60%[activator]	0%	8%	-24%	2%	-8%
CCCCNC(=O)Cc1c(OC)ccc2cc(Br)ccc12	14%	0%	-7%	-1%	0%	-3%
CC(C)(O)c1cn(-c2nonc2N)nn1	12%	-3%	10%	6%	6%	-6%
O=C(N/N=C/c1ccco1)c1ccccc1OCc1ccc(Br)cc1	13µM*	-5%	2%	-6%	?	-2%
O=C(Nc1ccccc1Cl)c1ccc(-c2ccccn2)s1	50%[activator]	5%	158%[activator]	13%	-1%	0%
Cc1cccc(CS(=O)(=O)Cc2ccc(C(=O)NCCc3ccccc3)o2)c1	?	0%	-15%	-20%&-24%	-17%	-6%&-2%
O=C(CO/N=C/c1ccccc1)Nc1c(F)c(F)c(F)c(F)c1F	13%	4%	5%	-6%	-15%	2%
COc1ccc(C2=NN(c3nc(-c4ccc(CNC(C)=O)cc4)cs3)C(c3ccco3)C2)cc1 (centres undefined)	?	-4%	3.7µM*	-15%	-15%	-8%

Shown as comma-separated lines: entries from further up.
Compound,Pf growth 96h,LmPK inhibitor,Pf growth 48h,Sm TGR inh,HCV inh,TbPYK inhibitor
Cc1ccc(S(=O)(=O)N(CC(=O)NCCSCc2ccco2)c2ccc(F)cc2)cc1,i,4%,?,13µM*,.,.
O=C(CO/N=C/c1ccccc1)Nc1c(F)c(F)c(F)c(F)c1F,13%,4%,5%,-6%,-15%,2%
O=C(Nc1ccccc1Cl)c1ccc(-c2ccccn2)s1,50%[activator],5%,158%[activator],13%,-1%,0%
Cc1cccc(CS(=O)(=O)Cc2ccc(C(=O)NCCc3ccccc3)o2)c1,?,0%,-15%,-20%&-24%,-17%,-6%&-2%
CC(C)(O)c1cn(-c2nonc2N)nn1,12%,-3%,10%,6%,6%,-6%

The listing picks up with the 3 entries that preceded the break.
SMILES	Pf growth 96h	LmPK inhibitor	Pf growth 48h	Sm TGR inh	HCV inh	TbPYK inhibitor
Cc1cccc(CS(=O)(=O)Cc2ccc(C(=O)NCCc3ccccc3)o2)c1	?	0%	-15%	-20%&-24%	-17%	-6%&-2%
O=C(CO/N=C/c1ccccc1)Nc1c(F)c(F)c(F)c(F)c1F	13%	4%	5%	-6%	-15%	2%
COc1ccc(C2=NN(c3nc(-c4ccc(CNC(C)=O)cc4)cs3)C(c3ccco3)C2)cc1 (centres undefined)	?	-4%	3.7µM*	-15%	-15%	-8%
Oc1c(C(c2cccs2)N2CCN(c3ccccc3)CC2)sc2ncnn12 (centres undefined)	2%	4%	-8%	-11%	-10%	1%
O=C(NCc1ccc2c(c1)OCO2)c1ccc2c(c1)N(Cc1c(F)cccc1Cl)C(=O)CS2	-77%	1%	12µM*	?	?	-17%
N#Cc1cccc(C(c2nnnn2C2CCCC2)N2CCC(Cc3ccccc3)CC2)c1 (centres undefined)	-18%	5%	5.2µM*	-1%	?	-10%
CCC(=O)Nc1ccc(NC(=S)NC(=O)/C=C/c2ccco2)cc1	310%[activator]	15%	-14%	28µM*	-7%	8%
CN(CC(=O)O)S(=O)(=O)c1ccc2oc3ccccc3c2c1	0%	2%	2%	-11%	3%	-1%
CCOC(=O)c1c(NC(=O)CSc2nnc(-c3ccco3)o2)sc(C)c1C	37%[activator]	7%	37%[activator]	3%	-20%	3%
Cc1csc(SCC(=O)NC(=O)NC2CCCC2)n1	38%[5.75 µM]	4%	7%	5%	15%	-3%
COc1cccc(CNC(=O)C2CCN(c3nnc(N4CCCC4=O)s3)CC2)c1	?	-1%	5%	-5%	4%	9%
COc1cccc(N2CCN(C3CC(=O)N(c4ccc(C)c(Cl)c4)C3=O)CC2)c1 (centres undefined)	40%[activator]	1%	5%	-35%	11%	-4%
Cc1ccc(S(=O)(=O)N2CCOCC2)cc1NC(=O)COC(=O)CCOc1ccc(C(C)(C)C)cc1	3%	.	1%	-12%	9%	-4%
O=C(NCCCO)/C(=C/c1ccco1)NC(=O)c1ccc(Br)o1	13%	-1%	6%	?	4%	6%
O=C(c1ccccc1F)c1cn(Cc2ccccc2)c2ccccc12	-16%	2%	-19%	12%	-11%	1%
COc1cccc(CC(NC(C)=O)C(=O)NC2CCN(C(=O)Nc3ccc(C)cc3)CC2)c1 (centres undefined)	71%[activator]	0%	-4%	-11%	18%	2%
CN(CC(=O)OCC(=O)NCc1ccccc1)S(=O)(=O)c1ccc(F)cc1	24%	.	52%[activator]	-22%	19%	5%
COc1ccc2oc(C(=O)NCc3ccco3)c(C)c2c1	24%	-6%	43%[activator]	0%	-12%	2%
COc1cccc(/C=N/NC(=O)c2cc(C34CC5CC(CC(C5)C3)C4)[nH]n2)c1	?	2%	?	-3%	?	-4%
COc1ccc(C(CNC(=O)c2ccco2)N2CCCC2)cc1 (centres undefined)	97%[activator]	.	69%[activator]	-16%	?	3%
Cc1cccc(Cc2nnc(CCC(=O)N(C)C3CCOC3)o2)c1 (centres undefined)	?	4%	-15%	1%	7%	-5%
O=C(N/N=C/c1ccncc1)c1cccc(S(=O)(=O)Nc2ccc(Cl)cc2)c1	-45%	4%	-22%	1%	-1%	-6%
Cc1ccc(C)c(S(=O)(=O)N2CCN(C(=O)c3ccncc3)CC2)c1	-4%	.	?	2%	-5%	6%
CC(C)N1CCC(N2CCN(Cc3ccc4nonc4c3)CC2CCO)CC1 (centres undefined)	5%	7%	17%	-5%	?	-2%
CC(C)C(NC(=O)c1ccccc1)C(=O)OCc1cc([N+](=O)[O-])cc2c1OCOC2 (centres undefined)	-18%	-2%	-8%	-4%	?	5%
O=C1NC(c2ccc(Cl)cc2)Oc2ccccc21 (centres undefined)	?	3%	2%	-3%	10%	0%
O=C(c1cnc2ccc(Cl)cc2c1Cl)N1CCOCC1	-9%	-4%	27%	-6%[57.1 µM]	11%	1%
O=C(CCC1CCCC1)NNC(=O)c1ccc(F)cc1	-3%	.	3%	-3%	3%	0%
CCN(CC)C(C)C(=O)c1ccccc1 (centres undefined)	-1%	.	-1%	.	.	-8%
CCn1c(CC(=O)Nc2ccc(C)c(Cl)c2)nnc1SCCOc1ccc(OC)cc1	?	3%	-21%	-10%	-2%	-2%
CCc1nn(C(CC)C(=O)NCCCc2ccccc2)c(=O)c2cc3occc3n12 (centres undefined)	-13%	3%	49%[activator]	3%	?	-2%
O=C(O)c1c[nH]c2c(C(F)(F)F)cccc2c1=O	.	-3%	10%	2%	11%	-1%
COc1ccccc1CCNS(=O)(=O)c1cc2c3c(c1)CCN3C(=O)CC2	-14%	.	?	0%	?	2%
Cc1noc(C)c1S(=O)(=O)N1CCCC(C(=O)NCCC2=CCCCC2)C1 (centres undefined)	?	2%	-13%	5%	-8%	-1%
O=C(NCCNS(=O)(=O)c1ccccc1)c1ccc([N+](=O)[O-])cc1	?	3%	6%	-3%	7%	0%
CC(=O)Nc1ccc(NS(=O)(=O)c2ccccc2)cc1	?	-2%	7%	0%	14%	4%
Cc1ccc(-c2cc(C(=O)N/N=C/c3c(C)nn(-c4ccccc4)c3C)n[nH]2)s1	60%[activator]	0%	?	-9%	8.9µM*	2%
CC(C)[C@]1(c2ccccc2)ON(c2ccccc2C(F)(F)F)C1=O	4.7µM*	.	1.9µM*	6%	-8%	.
COC(=O)c1cc(S(=O)(=O)N2CCN(c3ccc(F)cc3)CC2)c[nH]1	15%	3%	?	-3%	6%	-13%
CCOCCCNC(=O)c1ccc(/C=C2\Oc3ccccc3N(C)C2=O)cc1	30%[activator]	-1%	?	-12%	-23%	32%[activator]
COc1ccc(N2CCN(C(=O)C3CCN(S(=O)(=O)c4ccc(C)cc4)CC3)CC2)cc1	6%	1%	?	1%	9%	1%
Cc1cc(C)c2c(N)c(C(=O)NCC3CCCCC3)sc2n1	.	3%	4%	-19%	-14%	-16%
Cn1c(=O)c2c(SCc3ccccc3)nc(-c3ccco3)nc2n(C)c1=O	-18%	5%	15%	-12%	-2%	.
CCc1ccc(CC(=S)N2CCOCC2)cc1	?	4%	26%	-1%	4%	-4%
CCn1c(N)c(C(=O)NCc2ccc3c(c2)OCO3)sc1=S	14%	6%	7%	-10%	-4%	-22%
C=CCNc1ncnc2ccc(Br)cc12	-12%	-1%	-26%	1%	?	8%
CCC1CCCN1Cn1cnc2c([nH]c3ccc(C)cc32)c1=O (centres undefined)	34%[activator]	1%	-13%	-2%	-13%	4%
CCc1cc(C(=O)c2ccc(C)cc2)c(NC(=O)CCl)s1	?	1%	?	?	-30%	-2%
O=C(CN1CCCC1=O)NCCc1ccccc1	19%	-12%	19%	-1%[57.1 µM]	12%	1%
Cc1ccc(OCC(=O)NC(C)c2ccccc2)cc1 (centres undefined)	18%	2%	-18%	7%	0%	1%
CC(Sc1n[nH]c(N)n1)C(=O)Nc1cccc(S(=O)(=O)N2CCOCC2)c1 (centres undefined)	-11%	2%	-6%	-3%	5%	-1%
CC(C)COP(=O)(OCC(C)C)C(Nc1ccccc1)c1ccc2c(c1)OCO2 (centres undefined)	?	0%	?	15%	?	?
Cc1ccc(C(=O)CCC(=O)Nc2ccccc2C)c(C)c1	131%[activator]	-8%	62%[activator]	-2%	2%	-5%
COc1ccc(CCN2CC(C(=O)O)CC2=O)cc1OC (centres undefined)	.	-5%	9%	2%	0%	-14%
Cc1ccc(-c2noc(CN(C)C(=O)c3ccc(Br)o3)n2)cc1	?	.	3%	0%	5%[8.37 µM]	0%
C=CCn1c(=NC(=O)c2ccco2)sc2cc(C(=O)OC)ccc21	6%	2%	2%	3%	?	-8%
CCNc1nc(NCC)nc(SCCOc2ccc(C)cc2)n1	?	3%	?	-1%	?	3%
NCCCCCNC(=O)/C=N\O	4%	-4%	4%	-4%	20%	2%
